# C diff HTS – blocks growth of Clostridium difficile; Clostridium difficile clinical isolate growth, OD600, 24 h; stronger effect = lower value; growth activity, negative = inhibition, % at 16 µg/mL (by protocol); hit rate 0.25% among 86,000; AID 1259249;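 active means mean growth activity at or below -80% and every replicate also at or below -80%; inconclusive means mean at or below -80% but some replicate above -80%; inactive means mean growth activity above -80%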;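 further: 0% = DMSO wells and -100% = levofloxacin 16 µg/mL wells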
# T cruzi growth – blocks T. cruzi growth in NIH3T3 culture; T. cruzi beta-gal in NIH3T3, GalScreen luminescence, 90 h; inhibition, % at 8.34 µM; hit rate 5.9% among 77,000; AID 624255;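 active means mean inhibition above about 93%, with at least 55% of replicates each passing it, limit read from the data, passing the limit was not always enough; inconclusive means only one of those two conditions holds; inactive means neither condition holds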
# KDM4C inh – KDM4C (human) demethylase inhibition; Q9H3R0; GST-KDM4C 2-372, H3K9me3 peptide, LANCE TR-FRET; inhibition, % at 12.5 µM; hit rate 0.15% among 96,000;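 active means mean replicate inhibition above about 25%, with at least 55% of replicates also reaching it, limit read from the data, passing the limit was not always enough; inconclusive means only one of those two conditions met; inactive means neither condition met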
# Target sequence (Q9H3R0 2-372 limits assumed): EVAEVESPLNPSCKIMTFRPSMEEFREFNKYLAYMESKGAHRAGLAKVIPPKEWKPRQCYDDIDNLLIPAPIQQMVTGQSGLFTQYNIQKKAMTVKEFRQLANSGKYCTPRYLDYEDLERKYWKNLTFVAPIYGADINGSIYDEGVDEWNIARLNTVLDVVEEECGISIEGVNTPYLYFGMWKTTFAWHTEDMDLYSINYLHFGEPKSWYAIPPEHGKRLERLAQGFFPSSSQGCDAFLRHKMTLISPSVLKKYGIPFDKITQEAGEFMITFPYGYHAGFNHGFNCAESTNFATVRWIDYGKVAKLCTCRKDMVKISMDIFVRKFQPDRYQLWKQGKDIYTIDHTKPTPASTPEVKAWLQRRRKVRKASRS
#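 reagent = H3K9me3 peptide substrate, Fe(II), 2-oxoglutarate | system = GST-tagged GASC-1 (JMJD2C) catalytic fragment, aa 2-372 | amount = enzyme final amount 10 nM | read-out = Fall in 671/618 emission ratio as inhibition | medium = HEPES buffer, pH 7.5, plus ascorbate | schedule = 30 min reaction, 60 min detection, RT | measured by = LANCE TR-FRET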
# Pf Dd2 growth – blocks growth of Plasmodium falciparum Dd2 parasites. P. falciparum Dd2 growth, SYBR Green, 72 h; stronger effect = lower value. activity change, % at 10 µM. hit rate 2.3% among 94,000. AID 1159554; in the data active means activity change below about -80%; inconclusive means no clear call, values can overlap the other calls
# * = called active by the depositor; ? = inconclusive; · = not tested or not shown; & = joins results of further samples. Hits appear at their usual frequency, and some 7.3% of all compounds hit somewhere here.
1. Cc1ccc(S(=O)(=O)Nc2ccc3c(c2)C(=O)N([C@@H](C)CO)C[C@@H](C)[C@@H](CN(C)Cc2ccc(C(=O)O)cc2)OCCCC[C@H](C)O3)cc1
2. C[C@H]1CN([C@@H](C)CO)S(=O)(=O)c2ccc(C#Cc3cccc(F)c3)cc2O[C@H]1CN(C)S(=O)(=O)c1cn(C)cn1
3. CCNC(=O)[C@H]1[C@H](CO)[C@H]2Cn3c(ccc(-c4ccncc4)c3=O)[C@@H]1N2CC1CC1
4. COc1cccc(CNC(=O)C[C@H]2CC[C@H]3[C@@H](COc4ccc(NC(C)=O)cc4C(=O)N3C)O2)c1
5. O=C(C[C@@H]1CC[C@H]2NC[C@@H](O)COC[C@@H]2O1)Nc1ccccc1
6. COc1ccc(S(=O)(=O)N[C@H]2CC[C@@H](CC(=O)N3CCc4ccccc4C3)O[C@@H]2CO)cc1
7. C[C@@H]1CCCCO[C@@H](CN(C)C(=O)Nc2ccc3c(c2)OCO3)[C@@H](C)CN([C@@H](C)CO)C(=O)c2cc(NC(=O)NC3CCCCC3)ccc2O1
8. CCCC(=O)Nc1ccc2c(c1)C(=O)N(C)C[C@@H](OC)[C@H](C)CN(Cc1nccs1)[C@@H](C)CO2
screen / no.,1,2,3,4,5,6,7,8
Pf Dd2 growth,-32,-69,6,43,8,5,-77,-27
T cruzi growth,·,96*,32,·,14,37,·,21
KDM4C inh,0.5,-2.0,0.2,0.1,1.3,-1.5,2.6,-1.7
C diff HTS,·,2,-1,-5,·,5,-3,·

9. Cc1ccc(S(=O)(=O)Nc2cccc3c2O[C@@H](CN(C)S(=O)(=O)c2cn(C)cn2)[C@H](C)CN([C@@H](C)CO)C3=O)cc1
10. CC(C)NC(=O)N(C)C[C@@H]1Oc2c(NS(=O)(=O)c3ccc(Cl)cc3)cccc2C(=O)N([C@H](C)CO)C[C@@H]1C
11. CC(C)(C)[S@@](=O)N1Cc2cc(C(=O)NCC(F)(F)F)nc(-c3cccc(-c4cccc(F)c4)c3)c2[C@H]1CCO
12. COc1ccc2c3c([nH]c2c1)[C@H](CO)N(Cc1nccs1)CC31CCN(C(=O)C2CCCC2)CC1
13. COc1cccc(-c2ccc([C@@H]3[C@@H](CO)N4C(=O)CN(C(=O)NC(C)C)C[C@@H]34)cc2)c1
14. COc1ccc2c3c([nH]c2c1)[C@H](CO)N(C(=O)c1cccc(F)c1)CC31CCN(C(=O)CC2CC2)CC1
15. CCS(=O)(=O)N1CC2(CN(C(=O)Nc3c(C)noc3C)[C@H](CO)c3c2c2ccc(OC)cc2n3C)C1
16. Cn1cnc(S(=O)(=O)N2CC[C@@H]3[C@H](CO)Nc4ccc(C#Cc5ccccc5)cc4[C@@H]32)c1
screen / no.,9,10,11,12,13,14,15,16
Pf Dd2 growth,23,-12,-18,-25,-12,-82*,-32,22
T cruzi growth,2,-11,75,·,·,·,·,8
KDM4C inh,0.9,-0.9,-4.2,-1.3,-1.0,-1.4,6.0,-0.3
C diff HTS,-5,-4,·,-6,-1,-10,-1,-18

17. O=C(Cc1ccccc1)N[C@@H]1CC[C@H](CC(=O)N2CCCCC2)O[C@H]1CO
18. COc1ccc2c3c([nH]c2c1)[C@H](CO)N(C(=O)c1cccc(F)c1)CC31CN(C(=O)CC2CC2)C1
19. CN(C)C(=O)C[C@H]1C[C@H]2c3cc(NC(=O)c4ccc5c(c4)OCO5)ccc3O[C@H]2[C@@H](CO)O1
20. CC(=O)N1CCCCN2[C@H](CO)[C@@H](c3ccc(-c4cccc(C(=O)N(C)C)c4)cc3)[C@@H]2C1
21. Cc1ccc(S(=O)(=O)Nc2ccc3c(c2)C(=O)N([C@@H](C)CO)C[C@@H](C)[C@H](CN(C)C(=O)Nc2cccc4ccccc24)O3)cc1
22. C[C@@H]1CN([C@H](C)CO)C(=O)c2cc(NS(=O)(=O)c3cn(C)cn3)ccc2O[C@@H]1CN(C)Cc1ccc(C(F)(F)F)cc1
23. CCCNC(=O)[C@@H]1[C@@H](CO)[C@@H]2Cn3c(ccc(-c4ccncc4)c3=O)[C@H]1N2Cc1ccccc1F
24. COc1ccc2c3c(n(C)c2c1)[C@H](CO)N(C(=O)c1cccnc1)CC31CN(C(=O)c2cccnc2)C1
screen / no.,17,18,19,20,21,22,23,24
Pf Dd2 growth,8,-78,11,-6,-5,5,·,6
T cruzi growth,35,·,-43,-35,-14,-2,11,·
KDM4C inh,-0.4,6.2,2.2,0.7,-1.0,-0.8,-1.2,0.4
C diff HTS,10,-12,0,1,-4,1,-1,53

25. O=C(C[C@H]1C=C[C@H](NC(=O)c2ccc(F)cc2)[C@@H](CO)O1)NCCc1ccccc1
26. COCC#Cc1cnc2c(c1)C(=O)N([C@@H](C)CO)C[C@H](C)[C@@H](CN(C)C(=O)c1ccc3c(c1)OCO3)O2
27. C[C@@H]1CN([C@H](C)CO)C(=O)Cc2cc(NS(=O)(=O)c3ccc(Cl)cc3)ccc2O[C@H]1CN(C)Cc1ccncc1
28. O=C(N[C@H]1C=C[C@H](CC(=O)N2CCN(c3ccccc3)CC2)O[C@H]1CO)c1ccccc1
29. CC(=O)N1Cc2cc(C(=O)NCc3cc(F)cc(F)c3)nc(-c3cccc(C4=CCCC4)c3)c2[C@@H]1CCO
30. C[C@@H]1CN([C@H](C)CO)C(=O)c2cc(-c3ccccc3)cnc2O[C@H]1CN(C)Cc1ccc(C(=O)O)cc1
31. CO[C@H]1CN(C)C(=O)c2ccc(NC(=O)Nc3cc(F)ccc3F)cc2OC[C@@H](C)N(C(=O)c2cnccn2)C[C@H]1C
32. COc1ccc2c3c(n(C)c2c1)[C@@H](CO)N(CC1CC1)CC31CN(C(=O)c2ccccc2)C1
screen / no.,25,26,27,28,29,30,31,32
Pf Dd2 growth,14,-1,-10,21,-67,32,-43,-56
T cruzi growth,-49,41,-13,36,·,-17,14,·
KDM4C inh,-1.5,-1.4,-2.6,-1.0,2.0,0.5,-0.7,0.1
C diff HTS,1,-2,4,-4,-1,-2,·,6

# Down the list, from the results shown.
# T cruzi growth, entries 21 to 28: -14, -2, 11, ·, -49, 41, -13, 36

# One compound at a time, as listed above. Screens in order: Pf Dd2 growth	T cruzi growth	KDM4C inh	C diff HTS
# Cc1ccc(S(=O)(=O)Nc2ccc3c(c2)C(=O)N([C@@H](C)CO)C[C@@H](C)[C@@H](CN(C)Cc2ccc(C(=O)O)cc2)OCCCC[C@H](C)O3)cc1 across the screens: -32	·	0.5	·
# COc1ccc2c3c(n(C)c2c1)[C@@H](CO)N(CC1CC1)CC31CN(C(=O)c2ccccc2)C1 across the screens: -56	·	0.1	6

# The main list resumes; the 4 compounds before the break are reprinted first.
29. CC(=O)N1Cc2cc(C(=O)NCc3cc(F)cc(F)c3)nc(-c3cccc(C4=CCCC4)c3)c2[C@@H]1CCO
30. C[C@@H]1CN([C@H](C)CO)C(=O)c2cc(-c3ccccc3)cnc2O[C@H]1CN(C)Cc1ccc(C(=O)O)cc1
31. CO[C@H]1CN(C)C(=O)c2ccc(NC(=O)Nc3cc(F)ccc3F)cc2OC[C@@H](C)N(C(=O)c2cnccn2)C[C@H]1C
32. COc1ccc2c3c(n(C)c2c1)[C@@H](CO)N(CC1CC1)CC31CN(C(=O)c2ccccc2)C1
33. C[C@H]1CN([C@@H](C)CO)C(=O)c2cc(NC(=O)Nc3ccc(F)cc3)ccc2O[C@H]1CN(C)C(=O)Nc1ccccc1
34. O=C(C[C@H]1CC[C@H]2[C@@H](COC[C@@H](O)CN2C(=O)Nc2cccc(F)c2)O1)NCCCN1CCOCC1
35. Cn1cnc(S(=O)(=O)N2C[C@H](O)COC[C@H]3O[C@H](CC(=O)NC4Cc5ccccc5C4)CC[C@@H]32)c1
36. CO[C@H]1CN(C)C(=O)c2cc(NC(C)=O)ccc2OC[C@H](C)N(Cc2ccncc2)C[C@@H]1C
37. O=C(Nc1ccc2c(c1)[C@@H]1C[C@H](CC(=O)N3CCOCC3)O[C@@H](CO)[C@@H]1O2)c1ccc2c(c1)OCO2
38. C[C@@H]1CN([C@@H](C)CO)S(=O)(=O)c2ccc(-c3cncnc3)cc2O[C@@H]1CN(C)Cc1cccnc1
39. Cc1noc(C)c1S(=O)(=O)Nc1ccc2c(c1)C(=O)N([C@H](C)CO)C[C@H](C)[C@H](CN(C)S(=O)(=O)c1cn(C)cn1)O2
40. COc1ccc2c3c([nH]c2c1)[C@H](CO)NCC31CCN(C(=O)Cc2ccccc2)CC1
screen / no.,29,30,31,32,33,34,35,36,37,38,39,40
Pf Dd2 growth,-67,32,-43,-56,-1,-3,1,-78,16,2,9,-53
T cruzi growth,·,-17,14,·,-21,-34,-42,-6,103*,18,-9,·
KDM4C inh,2.0,0.5,-0.7,0.1,-2.6,-3.1,0.9,-2.1,-0.9,2.6,0.3,-0.8
C diff HTS,-1,-2,·,6,1,·,1&-1,·,0,6,-1,3

41. CO[C@@H]1CN(C)C(=O)c2cc(NS(C)(=O)=O)ccc2OC[C@@H](C)N(Cc2cccnc2)C[C@@H]1C
42. Cc1ccc(-c2ccc([C@@H]3[C@@H](CO)N4C(=O)CN(C(=O)Nc5cccc(F)c5)C[C@H]34)cc2)cc1
43. C[C@@H]1CN([C@@H](C)CO)S(=O)(=O)c2ccc(-c3ccncc3)cc2O[C@H]1CN(C)Cc1ccccn1
44. COc1ccc(NC(=O)Nc2ccc3c(c2)C(=O)N([C@@H](C)CO)C[C@H](C)[C@@H](CN(C)C(=O)Nc2ccc(OC)cc2)O3)cc1
45. COCCNC(=O)C[C@@H]1CC[C@@H]2[C@H](COC[C@@H](O)CN2Cc2ccc(Cl)c(Cl)c2)O1
46. COc1ccc2c3c([nH]c2c1)[C@H](CO)N(C(=O)c1cccc(F)c1)CC31CN(S(=O)(=O)c2cccs2)C1
47. CC(C)NC(=O)N(C)C[C@H]1Oc2cc(-c3ccncc3)ccc2S(=O)(=O)N([C@@H](C)CO)C[C@H]1C
48. C[C@@H]1CN([C@@H](C)CO)C(=O)Cc2cc(NC(=O)CCC(F)(F)F)ccc2O[C@H]1CN(C)C(=O)Nc1ccc(C(F)(F)F)cc1
screen / no.,41,42,43,44,45,46,47,48
Pf Dd2 growth,·,-3,-43,27,8,-62,-1,-64
T cruzi growth,33,·,114*,-4,·,·,?,18
KDM4C inh,-0.6,0.2,3.8,1.3,0.5,-0.4,-2.0,0.9
C diff HTS,·,9,-4,1,3&-3,-12,-2,-10

49. CCc1csc(N2[C@@H](C#N)[C@@H](c3ccccc3-c3cccc(F)c3)[C@@H]2CO)n1
50. Cc1noc(C)c1S(=O)(=O)Nc1ccc2c(c1)C(=O)N([C@H](C)CO)C[C@H](C)[C@H](CN(C)Cc1ccc(C(F)(F)F)cc1)O2
51. C[C@@H]1CCCCO[C@H](CN(C)CC2CCCCC2)[C@H](C)CN([C@H](C)CO)C(=O)c2cc(NS(C)(=O)=O)ccc2O1
52. O=C([C@@H]1[C@@H](CO)[C@@H]2Cn3c(cccc3=O)[C@H]1N2Cc1cccc(Cl)c1)N1CCOCC1
53. COc1ccc(S(=O)(=O)N(C)C[C@@H]2Oc3ncc(C#CCN(C)C)cc3C(=O)N([C@H](C)CO)C[C@@H]2C)cc1
54. C[C@H](C(=O)N(C)C[C@@H]1OCc2ccccc2-c2c(n(C)c3ccccc23)C(=O)N([C@@H](C)CO)C[C@H]1C)c1ccccc1
screen / no.,49,50,51,52,53,54
Pf Dd2 growth,-19,-18,-37,·,-12,-67
T cruzi growth,·,45,40,-13,26,·
KDM4C inh,-1.4,-0.2,-2.6,-1.1,3.0,-0.8
C diff HTS,-1,4,4,11,-2,50

# 4 entries from above, sorted by the value under KDM4C inh, falling.
1. Cc1ccc(S(=O)(=O)Nc2ccc3c(c2)C(=O)N([C@@H](C)CO)C[C@@H](C)[C@@H](CN(C)Cc2ccc(C(=O)O)cc2)OCCCC[C@H](C)O3)cc1
3. CCNC(=O)[C@H]1[C@H](CO)[C@H]2Cn3c(ccc(-c4ccncc4)c3=O)[C@@H]1N2CC1CC1
40. COc1ccc2c3c([nH]c2c1)[C@H](CO)NCC31CCN(C(=O)Cc2ccccc2)CC1
13. COc1cccc(-c2ccc([C@@H]3[C@@H](CO)N4C(=O)CN(C(=O)NC(C)C)C[C@@H]34)cc2)c1
screen / no.,1,3,40,13
Pf Dd2 growth,-32,6,-53,-12
T cruzi growth,·,32,·,·
KDM4C inh,0.5,0.2,-0.8,-1.0
C diff HTS,·,-1,3,-1
